# Screens from PubChem BioAssay.
# Keap1 Nrf2 FP: Keap1-Nrf2 protein-protein interaction inhibitors, primary screen, biochemical, fluorescence polarization, single point. Kelch-like ECH-associated protein 1 (Homo sapiens), Q14145. Keap1 Kelch-Nrf2 peptide fluorescence polarization, 1536-well. inhibition, % at 9.4 µM. actives 0.15% (n = 340,000); in the data active means inhibition above about 12%;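 further: human Keap1 Kelch domain with fluorescein labeled Nrf2 9mer peptide probe; 0% = neutral control wells and 100% = peptide positive control; higher means more block of Keap1 binding to Nrf2 peptide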
# DAGLB inhibitor: DAGLB lipase inhibitors, primary screen, biochemical, fluorescence, HTS. HEK293T DAGLB membrane lysate, EnzChek fluorogenic substrate. AID 504411, 2011. Diacylglycerol lipase-beta (Homo sapiens), Q8NCG7. inhibition, % at 5.17 µM. actives 0.059% (n = 340,000); in the data active means inhibition above about 34%;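 further: 0% = enzyme with vehicle and 100% = wells lacking enzyme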
# SR-BI uptake up: activators of SR-BI mediated DiI-HDL uptake, primary screen, ldlA[mSR-BI] CHO cells, DiI fluorescence. activation, % at 12.5 µM. actives 0.096% (n = 320,000). 3 h; 100 = double the neutral-control signal;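 active means mean replicate activation of at least 60% and every replicate at or above 60%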;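 further: 0% = median plate neutral-control signal and 100% = twice that signal; values of inactives mirror those of a sister screen read the other way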
#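 Material: SR-BI-overexpressing, LDLR-lacking CHO cells | Dosing: Single compound concentration, delivered by pin transfer | Probe or stimulus: Labelled HDL, 10 µg/mL | Signal: Bottom-read cell fluorescence after medium removal, ex 550/em 595 nm | Schedule: 3 h, 37 °C | Evaluation: HDL uptake via cellular fluorescence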
# CAL PDZ FP-1: CAL PDZ peptide-binding inhibitors, primary screen, biochemical, fluorescence polarization, Cer-tagged CAL PDZ, HTS | Golgi-associated PDZ and coiled-coil motif-containing protein (Homo sapiens), Q9HD26 | purified CAL PDZ, TMR-peptide fluorescence polarization, 1 h | inhibition, % at 20 µM | actives 0.02% (n = 330,000) | AID 504414, 2011;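 active means highest replicate inhibition of at least 40%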;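 further: plate controls were DMSO neutral control wells for no effect and unlabeled competitor peptide control wells for full effect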
#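 Test system: purified CerCALP PDZ construct; Compound dosing: one concentration, 20 µM compound; Also added: TMR-labelled reporter peptide T*-PRC34 bound in PDZ groove; Read-out: inhibition from polarization loss; Controls: unlabelled peptide and DMSO controls; Signal: FP readout, S and P plane fluorescence; Incubation: 1 h at RT.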
# Cardiac RTF inh: cardiac RTF calcium sensitivity inhibitors, primary screen, biochemical, IANBD-TnC fluorescence, EC70 calcium; Troponin I, cardiac muscle (Homo sapiens) + Troponin T, cardiac muscle (Homo sapiens) + …; IANBD-labeled cardiac RTF, Ca2+ fluorescence; inhibition, % at 7.15 µM; actives 0.12% (n = 340,000); AID 493244, 2011;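 active means inhibition above the mean inhibition of all tested compounds plus 3 SD, cut at about 17% in these data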;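 further: assay run at fixed EC70 calcium of 1.6 mM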
# LANA DNA inh: inhibitors of KSHV C-LANA binding to DNA, primary screen, biochemical, fluorescence polarization, FAM-LBS DNA, MBP-C-LANA, single point; Kaposi's sarcoma herpesvirus LANA C-terminal domain (residues 932-1162) DNA binding; inhibition, % at 9 µM; actives 0.078% (n = 340,000);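 active means highest replicate inhibition at or above 60% at 9 µM, even if other replicates fall short; inactive means all replicates below 60% inhibition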;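 further: 0% = neutral control wells and 100% = 4 µM acridine orange control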
# Rtt109 HAT inh: inhibitors of C. albicans Rtt109/Vps75 HAT, primary screen, biochemical, ThioGlo CoA-SH fluorescence, plate reader. Histone acetyltransferase RTT109 (Candida albicans (strain SC5314 / ATCC MYA-2876)), …. purified Rtt109/Vps75, 4 h. inhibition, % at 34.9 µM. actives 0.16% (n = 330,000);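 active means inhibition of at least 50% in every replicate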
# Target sequence (Q5AAJ8 whole entry, looked up): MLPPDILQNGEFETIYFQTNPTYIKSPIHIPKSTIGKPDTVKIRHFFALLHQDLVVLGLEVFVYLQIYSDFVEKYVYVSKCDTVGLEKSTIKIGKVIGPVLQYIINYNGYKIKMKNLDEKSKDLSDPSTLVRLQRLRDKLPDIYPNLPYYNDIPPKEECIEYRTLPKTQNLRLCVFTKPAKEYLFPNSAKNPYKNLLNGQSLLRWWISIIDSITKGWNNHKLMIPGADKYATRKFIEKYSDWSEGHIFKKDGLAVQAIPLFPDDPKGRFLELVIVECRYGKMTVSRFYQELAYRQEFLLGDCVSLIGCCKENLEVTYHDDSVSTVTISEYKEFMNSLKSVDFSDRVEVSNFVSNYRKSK
# CAL PDZ FP-2: untagged CAL PDZ binding inhibitors, primary screen, biochemical, fluorescence polarization, HTS; Golgi-associated PDZ and coiled-coil motif-containing protein (Homo sapiens), Q9HD26; purified CAL PDZ, TMR-peptide fluorescence polarization, 1 h; inhibition, % at 24.9 µM; actives 0.92% (n = 300,000); AID 602252, 2012;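 active means mean inhibition of at least 30% with at least half of replicates also reaching 30%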;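 further: 0% = DMSO neutral control and 100% = excess unlabeled competitor peptide PRC23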
# PKA-R2B activ: activators of PKA-R2B holoenzyme, primary screen, biochemical, fluorescence polarization, Cy5-IP20, human; PKA-R2B holoenzyme dissociation; R2B truncated from residue 108, S112A mutant; 0% DMSO only, 100% 113 µM cGMP; activation, % at 11.4 µM; actives 0.079% (n = 340,000); AID 504700, 2011;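 active means activation above a cutoff set at the mean over all compounds plus 3 SD, cut at about 18% in these data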;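 further: higher means more holoenzyme dissociation and a rise in polarization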
# Target sequence (P31323 whole entry, looked up, other chains not shown, the tested form may be a part): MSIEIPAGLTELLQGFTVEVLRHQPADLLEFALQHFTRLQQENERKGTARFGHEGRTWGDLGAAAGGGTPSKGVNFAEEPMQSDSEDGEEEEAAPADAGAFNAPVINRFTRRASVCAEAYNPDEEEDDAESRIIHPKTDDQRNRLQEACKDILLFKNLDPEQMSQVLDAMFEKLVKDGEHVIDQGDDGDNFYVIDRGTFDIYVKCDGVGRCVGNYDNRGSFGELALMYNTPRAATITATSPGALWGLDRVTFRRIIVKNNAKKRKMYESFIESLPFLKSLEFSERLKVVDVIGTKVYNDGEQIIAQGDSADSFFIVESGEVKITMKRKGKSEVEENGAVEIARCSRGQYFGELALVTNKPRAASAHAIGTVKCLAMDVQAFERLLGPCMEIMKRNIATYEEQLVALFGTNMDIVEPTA
# cardiac RTF act: cardiac RTF calcium sensitivity activators, primary screen, biochemical, IANBD-TnC fluorescence, EC20 calcium. Troponin I, cardiac muscle (Homo sapiens) + Troponin T, cardiac muscle (Homo sapiens) + …. IANBD-labeled TnC RTF fluorescence at EC20 calcium; 0% EC20 calcium, 100% full calcium. activation, % at 7.2 µM. actives 0.24% (n = 340,000). AID 493008, 2010;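 active means activation above the mean over all tested compounds plus 3 SD, cut at about 30% in these data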;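 further: rise in fluorescence read as greater calcium sensitivity of cardiac thin filaments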
# * marks the source's active call; other numbers are inactive results; / = not tested or not shown. The order is random. Share with any hit: about 1.6%.
molecule	Keap1 Nrf2 FP	DAGLB inhibitor	SR-BI uptake up	CAL PDZ FP-1	Cardiac RTF inh	LANA DNA inh	Rtt109 HAT inh	CAL PDZ FP-2	PKA-R2B activ	cardiac RTF act
COc1cccc(C2=NOC(C(=O)Nc3cccc(C(C)=O)c3)C2)c1OC (centres undefined)	0	-6	4	0.5	-5	1.9	2	/	-7	6
Cc1cc(C)cc(NC(=O)CN2CCC(NC(=O)c3cccc(F)c3)CC2)c1	-5	-3	1	-1.5	-7	-2.7	-11	-2	4	-3
Cc1ccccc1-c1nc(S(=O)(=O)c2ccccc2)c(NCCCN2CCOCC2)o1	-2	-1	9	1.6	-9	-2.9	-8	-2	3	1
CCOC(=O)[C@@H]1[C@H]2COc3cc(OC)ccc3[C@@H]2N2C(=O)N(c3ccccc3)C(=O)[C@@]12C	0	-4	7	-0.9	0	-0.6	2	-3	6	-3
Cc1cccc(C)c1NC(=O)N1CCCC1C(=O)Nc1ccc(-n2cnnn2)cc1 (centres undefined)	5	2	-3	0.4	13	-0.3	-12	4	-2	-3
C=CCn1c(C)cc(C)c(C#N)c1=O	2	3	-5	-0.5	-8	-0.7	1	/	7	-6
CNC(=S)N/N=C(\C)c1ccc2c(c1)OCCO2	4	3	0	-0.2	-12	2.7	3	14	-5	2
O=C(OCC(=O)N1CCN(C(=O)c2ccco2)CC1)c1cccc(F)c1	-2	-3	4	-0.4	-6	-1.9	3	-5	-8	-4
Cc1ccc(S(=O)(=O)NCCCN(C)C)cc1	6	0	6	-0.1	1	-2.4	-6	-2	7	-4
O=C(O)CCCC(=O)Nc1ccccc1-n1ccnc1	0	-2	29	-0.1	2	-1.7	8	-26	-3	6
O=c1oc(-c2ccccc2NS(=O)(=O)c2ccccc2)nc2ccccc12	-5	5	11	0.8	2	-0.5	2	-2	-4	-4
CC(=O)c1ccc(N2CCN(C(=O)c3cccs3)CC2)c(F)c1	0	-1	0	0.6	5	2.0	-3	-1	-5	-3
CCOC(=O)CNC(=O)Nc1cc(C(C)(C)C)nn1-c1ccccc1	1	0	-11	0.2	-5	-2.3	4	-2	-13	3
O=C(CN1C(=O)C2CCCCC2C1=O)Nc1nc(-c2ccccn2)cs1 (centres undefined)	-1	0	30	-0.9	5	1.2	1	-5	-4	9
O=C(c1cc(-c2ccccc2)nc2ccccc12)N1CCN(c2ccccn2)CC1	-3	1	-29	-1.3	0	1.6	6	-2	-9	0
O=C(Nc1ccc(N2CCOCC2)cc1)C1(S(=O)(=O)c2ccccc2)CC1	-3	0	1	0.1	5	-0.6	1	1	2	-4
CCN(CC)c1ccc(/C=C(\C#N)C(N)=S)cc1	-57	-14	/	-0.9	-282	-8.9	33	-2	7	200*
Cc1ccc(C(=O)N(CC(=O)NC2CCCC2)c2ccc(F)cc2)s1	-3	-1	-17	-2.5	8	0.4	13	-5	-4	-4
CCn1c(CN2CCN(c3ccc(OC)cc3)CC2)nc2cc(S(=O)(=O)N(C)C)ccc21	-2	0	-6	0.0	-10	1.3	2	-5	-9	-4
CCN(C[C@H]1N[C@@](C)(C(=O)OC)[C@H]2C(=O)N(C)C(=O)[C@@H]12)C(=O)Nc1ccccc1	-3	-2	26	-0.8	-2	-0.9	-3	-1	7	-2
O=C(CSc1n[nH]c(-c2ccncc2)n1)Nc1ccc(Br)cc1	-5	1	2	-2.9	0	2.5	-11	-1	-4	-3
Cc1c(F)cccc1NC(=O)CCC(=O)O	1	1	-4	/	7	1.4	0	1	-2	0
COc1ccc(Cc2noc(CN(C)CCN3CCc4ccccc4C3)n2)cc1OC	1	1	3	-2.3	-6	1.8	31	1	2	-3
COc1ccccc1N1CCN(C(=O)c2oc3cc(C)c(C)cc3c2C)CC1	-2	-10	-2	-1.3	-10	0.2	-7	-4	4	-6

# An excerpt from above in order of the CAL PDZ FP-1 value, lowest first.
Structure	Keap1 Nrf2 FP	DAGLB inhibitor	SR-BI uptake up	CAL PDZ FP-1	Cardiac RTF inh	LANA DNA inh	Rtt109 HAT inh	CAL PDZ FP-2	PKA-R2B activ	cardiac RTF act
O=C(CN1C(=O)C2CCCCC2C1=O)Nc1nc(-c2ccccn2)cs1 (centres undefined)	-1	0	30	-0.9	5	1.2	1	-5	-4	9
CCN(C[C@H]1N[C@@](C)(C(=O)OC)[C@H]2C(=O)N(C)C(=O)[C@@H]12)C(=O)Nc1ccccc1	-3	-2	26	-0.8	-2	-0.9	-3	-1	7	-2
C=CCn1c(C)cc(C)c(C#N)c1=O	2	3	-5	-0.5	-8	-0.7	1	/	7	-6

# Next section.
molecule	Keap1 Nrf2 FP	DAGLB inhibitor	SR-BI uptake up	CAL PDZ FP-1	Cardiac RTF inh	LANA DNA inh	Rtt109 HAT inh	CAL PDZ FP-2	PKA-R2B activ	cardiac RTF act
Cc1nc2ccccc2cc1C(=O)N(C)Cc1ccccc1	-1	0	/	-0.6	3	2.4	-12	/	-6	0
CCc1ccc(CNCc2ccc(OCC(O)CN(C)Cc3ccccc3)cc2)nc1 (centres undefined)	-1	-1	1	1.5	-3	0.9	15	-8	-12	-6
C=CCn1cc(C(=O)N2CCN(c3ccccc3)CC2)c(=O)c2cc(S(=O)(=O)N3CCCC3)ccc21	3	1	1	-1.9	3	-0.9	6	-1	8	0
CC(C)(C)C1CCC(=NNC(=O)C(=O)NCc2ccco2)CC1 (centres undefined)	-6	6	6	-1.7	-1	-2.8	8	5	-7	-3
CC1CN(S(=O)(=O)c2cccc(C(F)(F)F)c2)C(C)N1C(=O)N1CCOCC1 (centres undefined)	2	3	/	-2.0	2	-0.5	-2	-1	16	5
O=C(NCC1CCCO1)C(=O)N/N=C/c1cccc(Cl)c1 (centres undefined)	2	-1	-9	-3.1	-4	-2.1	1	-2	-1	4
O=C(Nc1ccccc1)c1cnc[nH]1	-6	-4	13	/	10	11	8	-1	-2	-5
COc1ccc(NC(=O)Cn2cc(C(C)=O)c3ccccc32)cc1	-2	-5	1	/	1	/	6	-1	-3	-5
COc1ccc(-n2c(CN3CCN(Cc4ccccc4)CC3)nc3ccc([N+](=O)[O-])cc3c2=O)c(OC)c1	-4	0	16	-1.2	8	0.9	4	-4	-5	-4
Cc1cccc(OCC(=O)Nc2ccc3c(c2)nc(CCN2CCC(C)CC2)n3C)c1	-4	-2	-9	-1.4	-9	1.6	3	-3	-5	4
COc1ccccc1NC(=O)COc1cccc(-n2cnnn2)c1	3	2	-6	-2.1	3	-1.1	13	/	-5	-2
Cc1cc(C)c(S(=O)(=O)Nc2ccc[nH]c2=O)c(C)c1	-1	-3	27	-4.9	-4	-0.5	-3	-32	7	1
COc1ccc(S(=O)(=O)Nc2ccc(C)cc2)cc1N(C)S(=O)(=O)c1ccc(Cl)cc1	2	2	14	-2.8	-4	1.3	0	1	-5	-16
CCN(CC)S(=O)(=O)c1ccc(N2CCOCC2)c(NC(=O)C2CSC3(C)CCC(=O)N23)c1 (centres undefined)	-5	-1	12	-0.9	-5	0.6	33	-4	-6	-7
CNC(=O)C(=O)NCC1OCCN1S(=O)(=O)c1ccc(OC)c(OC)c1 (centres undefined)	-6	-1	11	-2.5	-3	0.1	-20	-2	0	-4
Cc1sc2nc(SCCO)n(-c3ccccc3)c(=O)c2c1C	0	0	-19	-2.1	2	0.5	11	-3	-10	-10
CCCCn1nnnc1SCC(=O)NC1CCCCC1	5	-2	23	-1.0	-12	-0.5	-7	-1	-7	4
N#CC1(NC(=O)CSc2nc3ccccc3s2)CCCCC1	1	-4	-21	-0.4	-8	0.7	-2	/	1	-3
Cc1ccc(NC(=O)CSCC(=O)Nc2cc(S(=O)(=O)N3CCOCC3)ccc2OC(C)C)cc1	-2	2	14	-3.2	1	0.5	18	/	-17	-7
COc1ccc(S(=O)(=O)N(C)C[C@H]2Oc3ccc(NC(=O)Nc4ccc5c(c4)OCO5)cc3C(=O)N([C@H](C)CO)C[C@@H]2C)cc1	-6	2	-31	0.7	9	1.6	-2	-1	-6	-6
CCOC(=O)N1CCC(N2Cc3cccc(C(=O)Nc4ccccc4OC)c3C2=O)CC1	-2	0	-14	-4.4	4	-0.2	3	-7	-3	0
CC1C(=O)NN=C1c1ccc([N+](=O)[O-])cc1 (centres undefined)	-1	-1	9	-1.8	4	-6.4	11	-8	-12	-6
O=C(COc1ccc(-c2nnco2)cc1)Nc1ccc(F)c(Cl)c1	2	1	-21	-1.5	0	2.6	-6	-1	-3	8
CCC(=O)NCCc1nc2cc(NC(=O)c3cccs3)ccc2n1C	0	3	6	-0.8	6	-1.8	-5	-3	9	3
COc1ccc(Cl)cc1C=CC=NNS(=O)(=O)c1ccc(C)cc1	-9	1	6	-1.3	0	-1.5	-6	-5	3	-8
O=C(Nc1ccc2nc3n(c(=O)c2c1)CCCCC3)C(=O)N1CCN(c2ccc(F)cc2)CC1	-2	0	8	0.1	0	0.4	-6	4	-4	-1
COc1ccc(S(=O)(=O)N2CCOCC2)cc1NC(=O)Cc1c(F)cccc1Cl	-5	1	-10	-0.8	-2	1.4	-1	-2	-8	9
CC(O)CNC(=O)c1ccc(-c2nn(C)c(=O)c3ccccc23)cc1 (centres undefined)	-7	1	-33	0.0	-3	-0.3	2	-1	0	4
O=C(NN(C(=O)c1ccccc1)c1ccccc1)c1ccccc1	3	-4	/	-1.3	5	4.0	-3	-1	0	-4
Cc1c(S(=O)(=O)Nc2ccc3c(c2)OCCO3)c(=O)n(C)c(=O)n1C	-4	0	18	-0.5	-2	0.2	-6	/	2	-2
O=C(NNC(=O)c1cnccc1C(F)(F)F)c1ccccc1	1	-2	23	-0.1	-1	-0.4	3	/	-10	5
O=C(NCCC1=CCCCC1)c1coc(=O)c(Br)c1	0	-1	12	-1.9	2	0.4	1	3	8	-2
CC(C)(C)OC(=O)NCCCC[C@H](NC(=O)c1[nH]cnc1C(=O)Nc1ccccc1)C(=O)OC(C)(C)C	3	-6	-10	0.0	1	3.4	3	-2	-4	-1
